14-3-3g Raf – modulators of 14-3-3 gamma protein binding, primary screen, biochemical, fluorescence polarization; inhibition, % at 40 µM; hit rate 0.19% among 160,000; 14-3-3 protein gamma (Homo sapiens), P61981; FP, 14-3-3gamma / TMR-pS259-Raf peptide binding; in the data active means inhibition above about 30%;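 further: 0% = protein plus tracer without compound and 100% = blank with tracer alone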
Target sequence (P61981 whole entry, looked up): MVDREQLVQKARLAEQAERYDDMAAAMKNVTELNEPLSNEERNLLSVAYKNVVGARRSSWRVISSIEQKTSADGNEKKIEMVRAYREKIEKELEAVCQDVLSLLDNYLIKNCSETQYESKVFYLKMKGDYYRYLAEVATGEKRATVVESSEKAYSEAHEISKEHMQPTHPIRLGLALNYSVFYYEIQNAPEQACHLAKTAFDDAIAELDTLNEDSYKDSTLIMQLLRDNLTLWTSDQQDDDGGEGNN
* marks the source's active call; other numbers are inactive results; & = joins results of further samples. Some of the compounds tested. The share of hits here may be higher or lower than overall.

SMILES	14-3-3g Raf
COC(=O)c1cc(Nc2cc(C)nc3ncnn23)cc(C(=O)OC)c1	5
Cc1cccc(-n2nnc(C(=O)NCc3ccccc3)c2N)c1	1&-1
CC(C)c1ccc(Cn2cnc3ccccc32)cc1	5
Cc1cc(NC(=O)CSc2nc3ccsc3c(=O)n2C2CCCCC2)no1	-3
Cc1cc2c(c(=O)n1CCN(C)C)C(c1ccc(Br)cc1)C(C#N)=C(N)O2 (configuration not stated)	-12
O=C(c1ccco1)N1CCN(C(=O)c2cccc3c2C(=O)N(Cc2cccnc2)C3)CC1	0
Oc1ccc2ccccc2c1C1Nc2cccc3cccc1c23 (configuration not stated)	-6
CN(C(=O)c1cc2c(=O)[nH]c3ccccc3c2n1C)C1CCCCC1	-10
CN1CC2(C(=O)c3ccccc3)CN(C)CC(C(=O)c3ccccc3)(C1)C2	-5
COc1ccc(NC(=O)c2ccc3c(=O)n(CCc4ccccc4)c(=O)[nH]c3c2)cc1	0
COC(=O)C(NC(=O)c1ccco1)(Nc1nc(C2CC2)cs1)C(F)(F)F (configuration not stated)	-3&-1
COc1ccc2nc3sc(C(=O)N4CCN(c5ccccc5OC)CC4)cc3cc2c1	-5
COc1cccc(OC)c1C(=O)Oc1ccc2c(=O)c(Oc3cc(C)cc(C)c3)coc2c1	-3
CC1=CC(C)(C)NC(=S)N1CCc1ccccc1	6
COc1cc(NS(=O)(=O)c2ccc(NC(=O)c3ccc(OC)c(Br)c3)cc2)nc(OC)n1	-15
C=CCOC(=O)C1=C(C)N(C)C(=O)NC1c1cc2c(cc1Br)OCO2 (configuration not stated)	-16&-5
CCOC(=O)c1cnc2c(C)c(Cl)ccc2c1Nc1ccc(OCC)cc1	-42
O=C(CCCN1CCC(O)(c2ccc(Cl)cc2)CC1)c1ccc(F)cc1	-6&3
COc1ccccc1-n1c(CNC(=O)c2cc(OC)c(OC)c(OC)c2)n[nH]c1=S	2
CCn1c(=NC(=O)c2ccc(S(=O)(=O)N3CCCCC3)cc2)sc2cc([N+](=O)[O-])ccc21	-5
CC(O)c1ccc(NC(=O)c2cnn3c2NC(c2ccco2)CC3C(F)(F)F)cc1 (configuration not stated)	-90
CCOC(=O)c1cnc2ccc(OC)cc2c1Nc1ccc2c(c1)OCCO2	-7
CN(C)c1ccc(NC(=O)Nc2ccc3snnc3c2)cc1	-14
CCOc1ccccc1NC(=O)c1ccc(F)c(S(=O)(=O)NCc2ccc(C)cc2)c1	-6
O=C1c2ccccc2C(Nc2ccc3c(c2)OCCO3)N1Cc1ccc2c(c1)OCO2 (configuration not stated)	-3
SMILES	14-3-3g Raf
Cc1cc2cc(CNC(=O)CC3CCCCC3)ccc2[nH]1	-7
CC1=C(C(=O)OCC(C)C)C(c2ccccc2F)N2C(=O)CCSC2=N1 (configuration not stated)	-4
O=C(Nc1ccc(Cl)cc1)C1CC(=O)N(Cc2ccc3c(c2)OCO3)C(=Nc2ccccc2)S1 (configuration not stated)	-69
COc1ccccc1CNc1ccc(N2CCCCC2)cc1	-6
CCOc1cc(NC(=O)c2ccco2)c(OCC)cc1NC(=O)Cc1ccc(OC)c(OC)c1	1
COc1cccc(C(=O)Oc2cccc(N3C(=O)C4C5CCC(C5)C4C3=O)c2)c1 (configuration not stated)	4
CC(C)NC(=O)CSc1nnc(-c2ccc(S(=O)(=O)N3CCCC3)cc2)n1CC1CCCO1 (configuration not stated)	3
COc1cc(C(=O)Nc2ccc(-c3nc4ccc(C)cc4s3)cc2)c(Br)c(OC)c1OC	-15
Cc1nn(-c2ccccc2)c(N2CCCC2)c1/C=N/n1cnc2scc(-c3ccccc3)c2c1=O	-5
O=C(CN1C(=O)C2C3C=CC(C3)C2C1=O)N1CCN(c2cccc(Cl)c2)CC1 (configuration not stated)	-5
O=C(Nc1ccccc1C(=O)NCCCn1ccnc1)c1ccccc1	3
COc1nc(-c2ccccc2)ccc1-c1noc(-c2cccnc2)n1	-9
CCOC(=O)c1c(C)nc(-c2ccccc2)nc1N	8
COc1ccc(N2CCN(c3oc(-c4ccc(OC)c(OC)c4)nc3C#N)CC2)cc1	2
Cc1sc2ncn(CC(=O)N3CCN(c4cccc(Cl)c4)CC3)c(=O)c2c1S(=O)(=O)N1CCCCC1	-13
CC(C)(Oc1ccc(Cl)cc1)C(=O)Nc1ccc(S(=O)(=O)Nc2ncccn2)cc1	6
COc1cc2ccccc2cc1C(=O)OCC(=O)N1CCOCC1	-3
Cn1c(COc2ccc(Br)cc2)nc2ccccc21	-6
O=C(c1ccc2c(=O)n(-c3cc(C(F)(F)F)ccc3Cl)c(=S)[nH]c2c1)N1CCCC1	13
CC1(C)Cc2c(sc3nc(SCC(=O)NCc4ccco4)n(-c4ccccc4)c(=O)c23)CS1	-9
CCc1sc(NC(=O)c2cc3cc(Cl)ccc3oc2=O)nc1-c1cccs1	-5
COc1ccc(C)cc1-n1c(=O)c2ccccc2c2ccccc2c1=O	-7
CC(C(=O)NC1=NCCS1)(C(F)(F)F)C(F)(F)F	-5&0
CC1=C(C(N)=O)C(c2ccccc2)NC(=S)N1 (configuration not stated)	-7
O=C(O)c1[nH]c2ccc(Cl)cc2c1CC(=O)N1CCCc2ccccc21	0

Reprinted from the part before: three entries; new compounds follow.
SMILES	14-3-3g Raf
CC(C(=O)NC1=NCCS1)(C(F)(F)F)C(F)(F)F	-5&0
CC1=C(C(N)=O)C(c2ccccc2)NC(=S)N1 (configuration not stated)	-7
O=C(O)c1[nH]c2ccc(Cl)cc2c1CC(=O)N1CCCc2ccccc21	0
COc1ccccc1CNS(=O)(=O)c1cc(C)ccc1OC	-2
O=C(Nc1nnc(-c2ccc(Br)cc2)s1)c1cccs1	4
CC(=O)c1cccc(NC(=O)N2CCC(c3nnc(SCC(N)=O)n3C)CC2)c1	-1
N#Cc1nc(-c2ccccc2)oc1N1CCCCC1	-7
CC1=C(C(=O)Nc2ccc(C)cc2)C(c2ccc(Br)cc2)NC(=O)N1 (configuration not stated)	-7
CN(C)c1ccc(-c2nc(-c3cc4cc(Cl)ccc4oc3=O)cs2)cc1	-11
O=C(Nc1ccc(OC(F)(F)F)cc1)C1CCCN(S(=O)(=O)c2cccc3nonc23)C1 (configuration not stated)	-159
CCOc1cc(C2C(C(=O)OC3CCCC3)=C(C)NC3=C2C(=O)CC(c2ccccc2)C3)cc(Cl)c1O (configuration not stated)	5
COc1ccccc1C(=O)Nc1ccccc1N1CCN(S(C)(=O)=O)CC1	-8
CCCCNC(=O)c1oc2ccc(S(=O)(=O)N3CCCC(C)C3)cc2c1C (configuration not stated)	0
O=c1[nH]c2cc3ccccc3cc2nc1-c1ccccc1NCc1ccc(F)cc1	-15
N=C1C(c2nc3ccccc3c(=O)[nH]2)=C(O)CN1CCO	5
CCCCn1c(=O)[nH]c(=O)c2c1nc(COc1ccc(C#N)cc1)n2CCC	1
Cn1c(=O)c2c(nc(NCc3ccccc3)n2Cc2ccccc2Br)n(C)c1=O	-10
CC1(C)CC(=O)c2sc(NC(=O)CN3CCCCC3)nc2C1	-6
COc1ccc(C(=O)Nc2cccc(C(=O)Nc3cccc4ccccc34)c2)cc1[N+](=O)[O-]	-39
CCC(c1nnnn1C(C)(C)C)N1CCN(c2cc(Cl)ccc2C)CC1 (configuration not stated)	-2
O=C(NCc1cccs1)C1CCC(CNS(=O)(=O)c2ccc(Br)s2)CC1 (configuration not stated)	-1
Cc1ccc(-n2nc3c(c2NC(=O)c2ccc(Cl)c([N+](=O)[O-])c2)CS(=O)(=O)C3)cc1	-4
CSCCC(NC(=O)C1CCC(C)CC1)C(=O)Nc1ccc2c(c1)OCCO2 (configuration not stated)	-5
O=C(NCc1ccccc1)N1CCN(c2ccccc2F)CC1	-7
CCN(CCNC(=O)C1CCN(S(=O)(=O)c2cccc3cccnc23)CC1)c1ccccc1	-1
COC(=O)c1cccc2c1-c1ccccc1/C2=N/O	2
COc1cccc(-c2cc(C(=O)NCc3ccc(F)cc3)no2)c1	-4
Cc1ccc(C(=O)Nc2cccc(NC(=O)c3ccc(C)c([N+](=O)[O-])c3)n2)cc1[N+](=O)[O-]	-14
SMILES	14-3-3g Raf
CCOc1ccc(NCc2c[nH]c3ccccc23)cc1	-7
CCC1C(C#N)=C(SC)NC2=C1C(=O)CC(C)(C)C2 (configuration not stated)	-5
CC1CN(c2ccc([N+](=O)[O-])cc2)CC(C)O1 (configuration not stated)	-17
O=C(CN1C(=O)C2C3CC(C(Br)C3Br)C2C1=O)N1CCOCC1 (configuration not stated)	0
CC1CCCCN1CCn1c(=S)[nH]c2ncccc2c1=O (configuration not stated)	-17&-33
CCn1c(SCC(=O)N2CCCCC2)nnc1-c1ccc(S(=O)(=O)N2CCN(C)CC2)cc1	-1
CCOc1ccc(NS(=O)(=O)c2ccc3[nH]cc(C(=O)NCc4ccc5c(c4)OCO5)c(=O)c3c2)cc1	-48
O=C1C(=O)N(c2cccnc2)C(c2ccc(Br)cc2)/C1=C(\O)c1ccc(Cl)cc1 (configuration not stated)	0
O=C(c1cccc(S(=O)(=O)N2CCCCC2)c1)N1CCOCC1	6
COC(=O)C1=C(N)Oc2cc(C)n(Cc3cccnc3)c(=O)c2C1c1cccc(OC)c1OC (configuration not stated)	2
Cc1nnc(SCc2ccccc2)[nH]c1=O	-6
CCOC(=O)C1Cn2c(nc3c(c2=O)C2(CCCC2)Cc2ccccc2-3)S1 (configuration not stated)	2&-3
Cc1cc(C)cc(-n2ccnc2SCC(=O)Nc2ccc([N+](=O)[O-])cc2)c1	-3
O=C(CSc1nc2ccccc2n1S(=O)(=O)c1ccccc1)c1ccc(Cl)cc1	-9
COC(=O)c1c(C)oc2ccc(OC(=O)C(C)(C)C)cc12	5
CN1C(=O)C(CC(=O)NCc2ccccc2)SC1=Nc1ccc(F)cc1 (configuration not stated)	-8
COc1ccc(N(C(=O)COc2ccccc2)C2C=CS(=O)(=O)C2)cc1 (configuration not stated)	1
CCOc1cc2[nH]c(=O)n(CCCCC(=O)NC3CCCCC3)c(=O)c2cc1OCC	-4
O=C(c1ccc(Cl)c(S(=O)(=O)N2CCCCC2)c1)N1CCOCC1	-11
COc1cc(NC(=O)c2cccs2)c(OC)cc1Cl	-3
O=C1CN(C(=O)c2ccc(Br)cc2)C(c2ccc(F)cc2)c2cc(Cl)ccc2N1 (configuration not stated)	-4
CC(=O)NC(C)c1ccc(Cl)c(Cl)c1 (configuration not stated)	5
COCCCNC(=O)c1c[nH]c2ccc(S(=O)(=O)N3CCC(C)CC3)cc2c1=O	-4
CCn1c(=NC(=O)CSC(C)=O)sc2cc(F)ccc21	9&1
Cc1ccc(CNC(=O)c2ccc(N(C)S(=O)(=O)c3ccccc3)cc2)cc1	53*

Pulled by compound from the list above (four):
SMILES	14-3-3g Raf
O=C1C(=O)N(c2cccnc2)C(c2ccc(Br)cc2)/C1=C(\O)c1ccc(Cl)cc1 (configuration not stated)	0
COc1cc(NC(=O)c2cccs2)c(OC)cc1Cl	-3
CC1CN(c2ccc([N+](=O)[O-])cc2)CC(C)O1 (configuration not stated)	-17
Cc1ccc(CNC(=O)c2ccc(N(C)S(=O)(=O)c3ccccc3)cc2)cc1	53*

New compounds follow
SMILES	14-3-3g Raf
COc1ccc(Nc2nc(N3CCCCC3)nc(N3CCCCC3)n2)c(OC)c1	0
CCN(CC)S(=O)(=O)c1cccc2cccnc12	8
CCCCC1(O)C(C)C(c2ccccc2)N(C)C(c2ccccc2)C1C (configuration not stated)	-8
CC(=O)Nc1ccc(NC2(C)C(=O)c3ccccc3C2=O)cc1	-17
CCC(C)Sc1nc2c(cnn2-c2ccc(C)c(C)c2)c(=O)[nH]1 (configuration not stated)	2&16
COc1cccc2[nH]c3c(=O)n(CCN(C)C)cnc3c12	-2
CCOc1ccc(C(=O)Nc2nc3c(ccc4ccccc43)s2)cc1	4
COc1ccc(C(=O)CSc2nc3c([nH]2)c(=O)n(C)c(=O)n3C)cc1	-17
Cc1cccc(COc2ccc3c4c(c(=O)oc3c2C)CCC4)c1	-6
CCCCOc1ccc(C(=O)Nc2c3c(nn2C(C)(C)C)CS(=O)(=O)C3)cc1	7
c1ccc(CNC2=NCCCCC2)cc1	-11
CCOC(=O)N1CCC(NC(=O)CSCc2cnn(-c3ccccc3)c2-n2cccc2)CC1	-4
Cc1cc(C)nc(Nc2n[nH]c(-c3ccccc3Br)n2)n1	-4
COc1ccc(N2CCN(C(=O)Cc3ccc(-n4c(=O)[nH]c5ccccc5c4=O)cc3)CC2)cc1	-7&-5
O=C(Nc1cccnc1)c1scc2c1OCCO2	-6
O=C(c1ccccc1)N(CCN(C(=O)c1ccccc1)c1ccccc1)c1ccccc1	-2
CCC1(CC)Cc2ccccc2C(=O)N1	-1
Cc1cc(NC(=O)CSC2=NCCS2)no1	-2&12
COCCNC(=O)c1cc2c(-c3cccc(OC)c3)nn(C)c2s1	-9
CCCN1CNC(=S)N(c2ccc(C)cc2C)C1	3
CC(O)C(=O)NS(=O)(=O)c1ccc(C(C)C)cc1 (configuration not stated)	-2
COc1cccc(C(=O)NC2CCN(C(=O)N3CCCCC3)CC2)c1	1
COc1cc(OC)cc(C(=O)Nc2cc(C(=O)N3CCc4ccccc4C3)ccc2N2CC3CC(C2)c2cccc(=O)n2C3)c1 (configuration not stated)	-6
Cc1cccc(C)c1OCCCCCCN1CCOCC1	-4
Cc1cc(C)n2ncc(C(=O)N3CCN(c4ccc(F)cc4)CC3)c2n1	-52
CCOC(=O)C1=C(C)NC(=S)NC1c1c(OC)ccc2ccc(OC)cc12 (configuration not stated)	-10

3 of the entries above in order of their number in 14-3-3g Raf, rising:
SMILES	14-3-3g Raf
CCOC(=O)c1cnc2ccc(OC)cc2c1Nc1ccc2c(c1)OCCO2	-7
COc1cccc(C(=O)NC2CCN(C(=O)N3CCCCC3)CC2)c1	1
COC(=O)C1=C(N)Oc2cc(C)n(Cc3cccnc3)c(=O)c2C1c1cccc(OC)c1OC (configuration not stated)	2

Screens: PubChem BioAssay, Emory University Molecular Libraries Screening Center
